# Yeast tox: yeast growth toxicity, wild-type and mutant, primary screen, cytotoxicity control for eIF2B function restoration project, wild-type and eIF2Bepsilon R284H mutant, A595; S. cerevisiae wild-type growth, A595 turbidity, 16 h; growth inhibition, % at 25 µM (by protocol); hit rate 0.3% among 30,000;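 active = mutant and wild-type yeast strains alike exhibit over 30% growth inhibition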;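 note: 0% = untreated cell controls and 100% = YPD media blanks without cells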
#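 Test system: Wild-type and eIF2Bepsilon-R284H mutant S. cerevisiae, screened separately | Dosing: Single 25 µM compound dose in 0.2% DMSO | Schedule: 16 h compound exposure during growth at 30 °C | Detection: A595 turbidity | Evaluation: Growth inhibition (%) versus cell controls and blanks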
# Yeast eIF2B: GCN4-lacZ reporter reduction in eIF2B-epsilon mutant yeast, primary screen, S. cerevisiae, eIF2B-epsilon R284H, Beta-Glo luminescence. hit rate 0.91% among 27,000. AID 688, 2007. inhibition, % at 25 µM (by protocol);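 active = mutant luminescence inhibited past about 50% while wild type luminescence and mutant growth stay under set limits, limit read from the data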; note: some compounds called inactive have numbers as strong as hits
#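 System: Yeast eIF2B-epsilon R284H mutant carrying GCN4–beta-galactosidase fusion | Read-out basis: Percent inhibition, luminescence and growth | Compound: 25 µM single dose | Times: 16 h at 30 °C exposure | Measured by: Luminescence and A595 | Buffer or medium: YPD medium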
# Yeast tox inhibition %: recorded beside Yeast tox, whose call it bears; growth inhibition, %; S. cerevisiae eIF2Bepsilon-R284H mutant growth, A595 turbidity, 16 h;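 each compound tested once at 25 µM; 0% equals untreated cells and 100% equals cell-free medium blanks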
# Yeast eIF2B mutant toxicity: also measured in Yeast eIF2B; calls as there; growth inhibition, %; measured here: mutant yeast growth, toxicity;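 each compound tested once at 25 µM; zero equals untreated control growth and 100 equals blank medium absorbance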
# Numbers without * were called inactive; x = no result given. The list is partial. The share of hits here may be higher or lower than overall.
1. CCOC(=O)NC(Nc1nnc(C)s1)(C(=O)OCC)C(F)(F)F (stereo unspecified)
2. Cc1ccc(-n2c(C)cc(C(=O)COC(=O)c3c(C)noc3C)c2C)cc1
3. CC(C)(C)C(=O)Cn1c(=N)n(Cc2ccccc2Cl)c2ccccc21
4. CS(=O)(=O)N1CCc2cc(S(=O)(=O)N3CCN(Cc4ccc5c(c4)OCO5)CC3)ccc21
5. COc1ccc(Nc2oc(COc3cccc(C)c3)nc2C#N)cc1
6. CC(C)CNC(=O)c1cccc(NC(=O)C2CCCO2)c1 (stereo unspecified)
7. COc1ccc(C(=O)NC2(C(F)(F)F)C(=O)Nc3c2c(=O)[nH]c(=O)n3CCc2ccc(OC)c(OC)c2)cc1 (stereo unspecified)
8. Cc1cc(NC(=O)CCCC(=O)O)nc(C)n1

assay / compound	1	2	3	4	5	6	7	8
Yeast tox	7	12	3	15	-39	-10	-5	0
Yeast tox inhibition %	9	-5	12	20	-32	0	5	-11
Yeast eIF2B	22	19	x	-3	35	31	7	-3
Yeast eIF2B mutant toxicity	9	-5	x	20	-32	x	5	-11

9. O=C1CNC(=O)N1Cc1ccc(Br)cc1
10. O=C(CCCn1c(SCC(=O)NCC2CCCO2)nc2ccccc2c1=O)NCc1ccccc1 (stereo unspecified)
11. c1cn(CCCNC2=NCCCCC2)cn1
12. Cc1ccc(S(=O)(=O)N2CCC(n3nnc4cc(C)ccc43)CC2)cc1
13. O=C(NCc1cccs1)c1csc2c1CCCCC2
14. N=C1C(c2ccccc2)=C(O)CN1c1ccccc1N1CCOCC1
15. O=C(Nc1ccccc1Cl)NC1(C(=O)N2CCCC2)CCCCC1
16. O=S(=O)(N1CCCCC1)N1CCCN(S(=O)(=O)N2CCCCC2)CC1

assay / compound	9	10	11	12	13	14	15	16
Yeast tox	-9	13	-4	9	8	13	2	-2
Yeast tox inhibition %	-29	21	3	-8	3	13	0	-35
Yeast eIF2B	51*	18	8	7	20	6	31	33
Yeast eIF2B mutant toxicity	x	21	3	-8	3	13	x	-35

17. COc1ccccc1-c1nn2c(C3COc4ccccc4O3)nnc2s1 (stereo unspecified)
18. Cc1ccc(C)c(NC(=O)c2ccc3ccccc3n2)c1
19. Cc1cc(C)n(C(=O)c2c([N+](=O)[O-])c(C)nn2C)n1
20. Cc1ccc(-c2csc3nnc(SCC(=O)NCc4ccco4)n23)cc1
21. COc1ccc(Nc2cc(=O)n(C3CCCCC3)c(=O)[nH]2)c(OC)c1
22. CCN(CC)S(=O)(=O)c1ccc(Oc2cccc(C(C)=O)c2)nc1
23. CC(=O)Oc1ccc(C(C)=O)c2c1OCCO2
24. Cc1ccc(NC(=O)CSc2nnc(CN3CCOCC3)n2-c2ccccc2)cc1

assay / compound	17	18	19	20	21	22	23	24
Yeast tox	1	2	-3	x	-13	-7	11	-9
Yeast tox inhibition %	3	5	0	x	9	12	1	-14
Yeast eIF2B	-25	13	22	16	-6	32	x	45
Yeast eIF2B mutant toxicity	3	5	x	x	9	12	x	-14

25. Cc1ccc(C2CC2C(=O)NNC(=S)Nc2cccc(Cl)c2)cc1 (stereo unspecified)
26. Cc1ccc(C2CC(c3cccs3)=NN2C(=O)c2ccc(Br)o2)cc1 (stereo unspecified)
27. CCCCCCCCOC(=O)C1=C(C)Nc2nnnn2C1c1cccs1 (stereo unspecified)
28. COc1ccc(C2c3c(oc4ccccc4c3=O)C(=O)N2CCCN2CCOCC2)cc1 (stereo unspecified)
29. CN(CCC#N)C(=O)c1ccc(CNS(=O)(=O)c2ccc(F)cc2)cc1
30. C(=N\n1cnnc1)/c1ccc(OCc2cccc3ccccc23)cc1
31. CCOC(=O)c1cc(NC(=O)N(CC)CC)c(C)nc1C
32. CCN(CC)C(=O)CSc1nnc(-c2cnccn2)n1-c1ccccc1

assay / compound	25	26	27	28	29	30	31	32
Yeast tox	6	4	21	x	8	17	7	-13
Yeast tox inhibition %	10	-3	7	x	15	11	10	11
Yeast eIF2B	23	22	x	0	9	10	15	21
Yeast eIF2B mutant toxicity	10	-3	x	x	15	11	10	11

33. CCN(CC)CC(=O)Nc1nc(-c2ccc(Cl)cc2)cs1
34. COC(=O)c1ccc(C(=O)OC)c(NC(=O)c2ocnc2C)c1
35. CCN1CCN(c2cc(-c3ccccc3)nc3cc(-c4cccc(F)c4)nn23)CC1
36. CCc1cccc2c(C#N)cn(CCOc3ccccc3OC)c12
37. O=C(CSc1nnc(-c2ccco2)o1)NC1CC2CCC1C2 (stereo unspecified)
38. CCCCN1C(=O)C2NN=C(C(=O)OCC)C2C1=O (stereo unspecified)
39. C=CCSc1nnc(NC(=O)COc2ccc3ccccc3c2)s1
40. O=C(C1CCCO1)N1CCN(Cc2nc3ccccc3c(=O)[nH]2)CC1 (stereo unspecified)

assay / compound	33	34	35	36	37	38	39	40
Yeast tox	8	7	x	0	-8	-50	-4	7
Yeast tox inhibition %	3	-4	x	8	-14	-14	18	4
Yeast eIF2B	28	-6	53*	25	31	2	-6	1
Yeast eIF2B mutant toxicity	3	-4	x	8	-14	-14	18	4

41. CCOc1ccccc1C(=O)N1CCOCC1
42. CCOc1ccc(S(=O)(=O)Nc2ccccn2)c2ccccc12
43. COc1ccc(C(=O)Nc2nc3ccc(S(C)(=O)=O)cc3s2)cc1
44. Cc1nnc(NC(=O)Cn2cnc3c2c(=O)n(C)c(=O)n3C)s1
45. CCOC(=O)N1CCC(Nc2c(NCCCOC)c(=O)c2=O)CC1
46. CC(=O)c1ccc(NS(=O)(=O)Cc2ccc(Cl)cc2)cc1
47. O=C(CSc1nnc2c3c4c(sc3ncn12)CCCC4)NCc1ccco1
48. O=c1oc2c(CN3CCCCC3)c(O)ccc2cc1-c1nc2ccccc2[nH]1

assay / compound	41	42	43	44	45	46	47	48
Yeast tox	30	24	-52	-10	18	9	24	14
Yeast tox inhibition %	11	0	-45	-4	3	19	13	14
Yeast eIF2B	x	11	6	23	-11	25	21	24
Yeast eIF2B mutant toxicity	x	x	-45	-4	3	19	13	14

# 7 entries out of the list, sorted by molecular weight, descending.
47. O=C(CSc1nnc2c3c4c(sc3ncn12)CCCC4)NCc1ccco1
48. O=c1oc2c(CN3CCCCC3)c(O)ccc2cc1-c1nc2ccccc2[nH]1
43. COc1ccc(C(=O)Nc2nc3ccc(S(C)(=O)=O)cc3s2)cc1
40. O=C(C1CCCO1)N1CCN(Cc2nc3ccccc3c(=O)[nH]2)CC1 (stereo unspecified)
42. CCOc1ccc(S(=O)(=O)Nc2ccccn2)c2ccccc12
46. CC(=O)c1ccc(NS(=O)(=O)Cc2ccc(Cl)cc2)cc1
41. CCOc1ccccc1C(=O)N1CCOCC1

assay / compound	47	48	43	40	42	46	41
Yeast tox	24	14	-52	7	24	9	30
Yeast tox inhibition %	13	14	-45	4	0	19	11
Yeast eIF2B	21	24	6	1	11	25	x
Yeast eIF2B mutant toxicity	13	14	-45	4	x	19	x

# (next part)
49. CCOC(=O)CNC(=O)C1c2ccccc2C(=O)N(c2ccc(OC)cc2)C1c1ccc(OC)cc1 (stereo unspecified)
50. Clc1ccc(Cl)c(-c2nn3c(COc4ccccc4)nnc3s2)c1
51. Cc1ccc2[nH]c(=O)c(CN(CCc3ccccc3)C(=O)N3CCOCC3)cc2c1
52. Cc1cc(C)cc(NC(=O)c2cc(S(=O)(=O)NCc3ccco3)ccc2F)c1
53. CCN(CC)S(=O)(=O)c1cccc(C(=O)NC(Cc2c[nH]c3ccccc23)c2nnc3n2CCCCC3)c1 (stereo unspecified)
54. CCOC(=O)C1=C(C)OC(N)=C(C#N)C1c1cc(F)ccc1F (stereo unspecified)
55. C=CCSc1nnc2c(n1)OC(c1ccccn1)N(C(C)=O)c1ccccc1-2 (stereo unspecified)
56. CCn1c(SCC(=O)Nc2ccc3c(c2)OCCO3)nnc1-c1ccco1

assay / compound	49	50	51	52	53	54	55	56
Yeast tox	15	-18	4	10	-12	19	25	9
Yeast tox inhibition %	13	-30	-8	-9	-20	3	27	9
Yeast eIF2B	x	8	18	24	15	16	16	6
Yeast eIF2B mutant toxicity	x	-30	-8	-9	-20	3	27	9

57. COc1ccc(NC(=O)CN2CCC(C(N)=O)(N3CCCCC3)CC2)cc1
58. COc1ccccc1N1CCN(CC(=O)Nc2ccc(Cl)c(C(F)(F)F)c2)CC1
59. COc1ccccc1NC(=O)CNS(=O)(=O)c1ccccc1
60. Clc1ccc(Cc2noc(CN3CCN(c4ccccc4)CC3)n2)c(Cl)c1
61. CSc1ccccc1C(=O)NCCc1ccc(S(=O)(=O)N2CCCCC2)cc1
62. COCCN(C(=O)Nc1ccccc1)c1ccccc1
63. COc1ccc(CCC(=O)N2CC(C)OC(C)C2)cc1 (stereo unspecified)
64. NCCCCCc1nnc(SCc2ccccc2Cl)o1

assay / compound	57	58	59	60	61	62	63	64
Yeast tox	2	6	x	7	3	6	4	14
Yeast tox inhibition %	15	-18	x	-3	5	-3	14	-12
Yeast eIF2B	3	17	-4	-33	x	15	17	-9
Yeast eIF2B mutant toxicity	15	-18	x	-3	x	-3	14	-12

65. CCOC(=O)C1CCCN(C(=O)Cn2cnc3c2c(=O)n(C)c(=O)n3C)C1 (stereo unspecified)
66. O=C(O)C1(NS(=O)(=O)c2ccc(F)c(Cl)c2)CCCCC1
67. CN(C)C(C)(C)C#CCCCCC#CC(C)(C)N(C)C
68. Cc1c(N=Cc2ccco2)c(=O)n(-c2ccccc2)n1C
69. O=C(Cc1ccccc1)Nc1c2c(nn1-c1cccc(Cl)c1)CS(=O)(=O)C2
70. COC(=O)C1=C(C)NC(=O)CC1c1ccccc1 (stereo unspecified)
71. CCSc1nnc(NC(=O)NCC(F)(F)F)s1
72. Cc1ccc(-c2nnn(CC(=O)NCC3COCCO3)n2)o1 (stereo unspecified)

assay / compound	65	66	67	68	69	70	71	72
Yeast tox	1	-10	3	15	11	-7	12	x
Yeast tox inhibition %	5	0	7	-11	23	0	-10	x
Yeast eIF2B	34	2	-12	18	29	13	1	9
Yeast eIF2B mutant toxicity	5	x	7	-11	23	x	-10	x

73. CCCCCCN1C(=O)C(O)=C(C(C)=O)C1c1ccc(Cl)cc1 (stereo unspecified)
74. CN(C)S(=O)(=O)c1ccc(C(=O)Oc2ccccc2)cc1
75. O=c1[nH]nc(Cc2ccc(Cl)cc2Cl)c2ccccc12
76. O=C(Nc1cccnc1)c1cnn2cccnc12
77. O=C1CCCN1CC(CN1CCOCC1)Sc1nc2ccccc2c(=O)n1-c1ccccc1 (stereo unspecified)
78. O=c1cc(N2CCCCC2)nc2n1CCCS2
79. Cc1cc(C)n(-c2nncc(-c3ccccc3)n2)n1
80. CCC(C)(C)n1nnnc1C(c1ccccn1)N1CCCCC1 (stereo unspecified)

assay / compound	73	74	75	76	77	78	79	80
Yeast tox	-4	7	-18	8	13	12	6	40
Yeast tox inhibition %	17	-6	0	-23	6	16	-8	8
Yeast eIF2B	29	25	x	x	23	18	-84	-7
Yeast eIF2B mutant toxicity	17	-6	x	x	6	16	-8	8

81. O=C(COc1cc(Cl)c(Cl)cc1Cl)NCCN1CCOCC1
82. CC(C)CCNC(=O)c1ccc(CSCc2cccc(F)c2)o1
83. CC1(C)CC(C(=O)Nc2nccs2)CCO1 (stereo unspecified)
84. COC(=O)[C@@H](NC(=O)NC1CCCc2ccccc21)C(C)C (stereo partly specified)
85. COCCCNc1ncnc2sc3c(c12)CCC(C)C3 (stereo unspecified)
86. CCOC(=O)N1CCC(NC(=O)C2CCN(S(=O)(=O)N3CCC(C)CC3)CC2)CC1
87. CCC(Sc1nc2n[nH]c(C)c2c(=N)n1-c1cc(Cl)ccc1C)C(=O)N1CCOCC1 (stereo unspecified)
88. Cc1cc2nc(SCC(=O)Nc3nonc3C)c3c(c2cc1C)CCCC3

assay / compound	81	82	83	84	85	86	87	88
Yeast tox	8	18	11	7	-8	-12	8	6
Yeast tox inhibition %	0	16	4	0	6	-23	-16	-21
Yeast eIF2B	17	17	20	31	9	28	x	35
Yeast eIF2B mutant toxicity	x	16	4	x	6	-23	x	-21

89. Cc1ccc2c(c1)c(C)c(C)n2CC(O)Cn1nnc2ccccc21 (stereo unspecified)
90. CCN1CCN(S(=O)(=O)c2ccc(Br)s2)CC1
91. CCOC(=O)C1C(=O)CC(C)(O)C(C(=O)OCC)C1c1ccc(OCC)cc1 (stereo unspecified)
92. NC(=O)Cn1nnc(-c2ccc(C(F)(F)F)cc2)n1

assay / compound	89	90	91	92
Yeast tox	6	22	12	31
Yeast tox inhibition %	-30	5	4	4
Yeast eIF2B	22	8	-8	x
Yeast eIF2B mutant toxicity	-30	5	4	x
